EZH2 inh – inhibitors of human EZH2/PRC2 methyltransferase. 0.35% of 57,000 active. PRC2 H3K27 methylation, DELFIA TRF, 1 h. inhibition, % at 12.5 µM;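 active = mean inhibition of replicates at least 50% and every single replicate also reaching 50%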;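 note: dimethyl H3K27 on biotinylated H3 21-44 peptide detected by antibody; plate controls were median neutral control wells for no effect and median positive control wells for full effect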
IDH1 mut inh – blocks human IDH1 R132H reductase activity | O75874 | diaphorase/resazurin fluorescence, 60 min | inhibition, % at 10 µM | 0.18% of 70,000 active; in the data active = inhibition above about 34%;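 note: 0% = DMSO and 100% = no enzyme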
Target sequence (O75874 whole entry R132H): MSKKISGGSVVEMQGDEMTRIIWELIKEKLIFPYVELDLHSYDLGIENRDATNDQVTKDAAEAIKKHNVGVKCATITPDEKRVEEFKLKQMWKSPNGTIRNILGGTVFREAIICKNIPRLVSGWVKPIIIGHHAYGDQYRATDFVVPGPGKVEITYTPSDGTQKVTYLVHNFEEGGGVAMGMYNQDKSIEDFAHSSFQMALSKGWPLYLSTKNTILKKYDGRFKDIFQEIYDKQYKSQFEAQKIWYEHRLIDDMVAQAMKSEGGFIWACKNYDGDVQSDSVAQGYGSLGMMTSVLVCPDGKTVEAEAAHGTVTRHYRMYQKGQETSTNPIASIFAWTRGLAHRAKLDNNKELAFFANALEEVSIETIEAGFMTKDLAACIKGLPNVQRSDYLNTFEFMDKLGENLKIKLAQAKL
* = called active by the depositor; nt = no result given. Not all compounds are listed; count on the stated rates, not on these rows.

canonical_smiles	EZH2 inh	IDH1 mut inh
CN(C)CC(=O)Nc1ccc2c(c1)[C@H]1C[C@@H](CC(=O)NCc3ccc(-c4ccccc4)cc3)O[C@@H](CO)[C@H]1O2	6	0.3
CNC[C@@H]1OCCCC[C@H](C)Oc2ccc(NC(=O)Nc3ccc(OC)cc3)cc2C(=O)N([C@H](C)CO)C[C@H]1C	5	1.2
C[C@@H]1CN([C@@H](C)CO)C(=O)Cc2cc(NS(=O)(=O)c3ccccc3)ccc2O[C@@H]1CN(C)Cc1ccc(Oc2ccccc2)cc1	nt	1.2
COc1ccc([Si](C)(C)[C@@H]2[C@@H](CCO)O[C@]3(C(=O)N(Cc4cccc(N5CCOC5=O)c4)c4ccccc43)[C@H]2C)cc1	31	nt
CC(C)CC#Cc1cnc2c(c1)C(=O)N([C@H](C)CO)C[C@@H](C)[C@H](CN(C)S(=O)(=O)c1ccccc1)O2	nt	-0.2
C[C@@H]1CN([C@H](C)CO)S(=O)(=O)c2ccc(/C=C/c3ccccc3)cc2O[C@@H]1CN(C)Cc1cccnc1	-8	-0.2
C[C@@H]1CN([C@H](C)CO)C(=O)Cc2cc(NC(=O)Nc3ccc(C(F)(F)F)cc3)ccc2O[C@@H]1CN(C)C	-3	nt
C[C@@H]1CN([C@@H](C)CO)C(=O)CCCn2cc(nn2)CO[C@H]1CN(C)C(=O)Nc1cccc(C(F)(F)F)c1	3	nt
Cc1ccc(S(=O)(=O)NCC[C@@H]2CC[C@H](NC(=O)Nc3ccccc3F)[C@H](CO)O2)cc1	1	0.3
C[C@@H]1CN([C@@H](C)CO)C(=O)c2cc(NC(=O)c3ccncc3)ccc2O[C@@H]1CN(C)S(=O)(=O)c1ccc(F)cc1	2	0.0
COc1cc(O[C@@H]2O[C@H](CO)[C@@H](O)[C@H](O)[C@H]2O)cc2occ(-c3ccc(O)cc3)c(=O)c12	nt	-0.4
COCCNC(=O)C[C@H]1C[C@H]2c3cc(NS(=O)(=O)c4ccc(F)cc4)ccc3O[C@H]2[C@@H](CO)O1	-8	-0.8
Cc1cccc(NC(=O)C(C)N(c2ccc(Oc3ccccc3)cc2)S(C)(=O)=O)c1 (stereo not given)	7	0.2
O=C(C[C@H]1C[C@H]2c3cc(NC(=O)Nc4ccccc4F)ccc3O[C@H]2[C@H](CO)O1)NCc1cc(F)ccc1F	-7	-0.2
O=C(Nc1ccccc1)c1cc([N+](=O)[O-])ccc1Cl	11	-0.8

Quoted from the listing, 2 compounds:
canonical_smiles	EZH2 inh	IDH1 mut inh
CN(C)CC(=O)Nc1ccc2c(c1)[C@H]1C[C@@H](CC(=O)NCc3ccc(-c4ccccc4)cc3)O[C@@H](CO)[C@H]1O2	6	0.3
CNC[C@@H]1OCCCC[C@H](C)Oc2ccc(NC(=O)Nc3ccc(OC)cc3)cc2C(=O)N([C@H](C)CO)C[C@H]1C	5	1.2

Next entries follow.
canonical_smiles	EZH2 inh	IDH1 mut inh
O=C(N[C@H]1CC[C@H](CC(=O)N2CCc3ccccc3C2)O[C@H]1CO)C1CCOCC1	-1	-0.5
Cc1noc(C)c1S(=O)(=O)Nc1ccc2c(c1)C(=O)N([C@@H](C)CO)C[C@@H](C)[C@@H](CN(C)Cc1ccc(C(F)(F)F)cc1)OCCCC[C@H](C)O2	nt	0.5
C[C@H]1CCCCO[C@H](CN(C)C)[C@@H](C)CN([C@@H](C)CO)C(=O)c2cc(NC(=O)C3CCCCC3)ccc2O1	-7	-0.3
C[C@@H]1CCCCO[C@@H](CN(C)S(=O)(=O)c2ccc(Cl)cc2)[C@@H](C)CN([C@@H](C)CO)C(=O)c2cc(NC(=O)Cc3ccccc3)ccc2O1	nt	3.9
C[C@@H]1CN([C@@H](C)CO)C(=O)c2cc(NC(=O)Nc3ccc(C(F)(F)F)cc3)ccc2O[C@@H](C)CCCCO[C@@H]1CN(C)C(=O)Nc1ccc2c(c1)OCO2	nt	1.1
O=C(Nc1ccc2c(c1)OCO2)N[C@H]1CC[C@@H](CCNC(=O)C2CCCCC2)O[C@@H]1CO	-9	0.5
CN(C)CC(=O)Nc1ccc2c(c1)[C@H]1C[C@H](CC(=O)NCCN3CCCCC3)O[C@@H](CO)[C@H]1O2	6	-0.5
C[C@H]1CN([C@@H](C)CO)C(=O)c2cc(NC(=O)Cn3cnnn3)ccc2O[C@@H]1CN(C)C(=O)Nc1ccc(F)cc1	nt	-0.5
C[C@H]1CN([C@@H](C)CO)S(=O)(=O)c2ccc(C#CC3CC3)cc2O[C@@H]1CN(C)Cc1ccccc1	nt	0.1
CNC[C@H]1Oc2ccc(NS(=O)(=O)c3ccc(OC)cc3)cc2CC(=O)N([C@@H](C)CO)C[C@@H]1C	2	-6.9
NC(=O)CSc1nnc(-c2cnccn2)n1-c1ccccc1	-10	-0.2
CCS(=O)(=O)Nc1ccc2c(c1)C(=O)N(C)C[C@H](OC)[C@H](C)CN(CCC(F)(F)F)[C@@H](C)CO2	-2	0.2
COCCOC(=O)N1C(=O)[C@@]2(c3cc(C#CCNC(N)=O)ccc31)[C@H](C(=O)N1CCc3cc(OC)c(OC)cc3C1)[C@H]1C(=O)O[C@H](c3ccccc3)[C@H](c3ccccc3)N1[C@@H]2c1ccccc1OCCO	-18	0.0
COc1ccc(CCNC(=O)[C@@]2(Cc3ccccc3I)c3ccccc3C(=O)N(Cc3ccccc3OC)[C@H]2c2ccc(CO)cc2)cc1	14	nt
O=C(CSc1n[nH]c(-c2ccncc2)n1)Nc1ccccc1F	-11	0.6

Overlap with the part before: 4 entries, followed by the next part.
canonical_smiles	EZH2 inh	IDH1 mut inh
CCS(=O)(=O)Nc1ccc2c(c1)C(=O)N(C)C[C@H](OC)[C@H](C)CN(CCC(F)(F)F)[C@@H](C)CO2	-2	0.2
COCCOC(=O)N1C(=O)[C@@]2(c3cc(C#CCNC(N)=O)ccc31)[C@H](C(=O)N1CCc3cc(OC)c(OC)cc3C1)[C@H]1C(=O)O[C@H](c3ccccc3)[C@H](c3ccccc3)N1[C@@H]2c1ccccc1OCCO	-18	0.0
COc1ccc(CCNC(=O)[C@@]2(Cc3ccccc3I)c3ccccc3C(=O)N(Cc3ccccc3OC)[C@H]2c2ccc(CO)cc2)cc1	14	nt
O=C(CSc1n[nH]c(-c2ccncc2)n1)Nc1ccccc1F	-11	0.6
O=C(Cc1ccncc1)NCC[C@@H]1CC[C@@H](NC(=O)C2CC2)[C@@H](CO)O1	-2	0.1
O=C(C[C@@H]1C[C@H]2c3cc(NC(=O)NC4CCCCC4)ccc3O[C@H]2[C@H](CO)O1)NCc1ccccc1	-6	1.7
C[C@H](CO)N1C[C@H](C)[C@@H](CN(C)S(=O)(=O)c2ccc(F)cc2)OCc2ccccc2-c2c(n(C)c3ccccc23)C1=O	-18	nt
O=C1CC(c2ccc(O)c(O)c2)Oc2c1ccc(O)c2O (stereo not given)	nt	5.0
O=C(C[C@H]1C[C@@H]2c3cc(NC(=O)NC4CCCCC4)ccc3O[C@@H]2[C@H](CO)O1)NCC1CC1	2	-0.2
COc1ccc(-c2ccc3c(c2)O[C@H](CN(C)Cc2cccnc2)[C@H](C)CN([C@H](C)CO)S3(=O)=O)cc1	15	0.1
CCOC(=O)c1cc(C2COc3ccccc3O2)sc1NC(=S)NC(=O)c1ccccc1 (stereo not given)	7	-0.2
CCCNC(=O)Nc1ccc2c(c1)OC[C@H](C)N(C(=O)C1CC1)C[C@H](C)[C@H](OC)CN(C)C2=O	-1	-0.1
CN(C)c1ccc(NC(=O)CSc2nc3ccccc3c(=O)n2-c2ccc(Cl)cc2)cc1	-19	-0.3
O=C(C[C@H]1C[C@@H]2c3cc(NC(=O)Nc4ccccc4F)ccc3O[C@@H]2[C@@H](CO)O1)NC1CCCCC1	-1	-0.2
Cc1noc(C)c1S(=O)(=O)Nc1ccc2c(c1)C(=O)N([C@@H](C)CO)C[C@H](C)[C@H](CN(C)Cc1ccc(Cl)c(Cl)c1)O2	nt	1.2
C[C@H]1CN([C@@H](C)CO)S(=O)(=O)c2ccc(-c3ccccc3)cc2O[C@H]1CN(C)S(=O)(=O)c1ccccc1F	nt	-0.3
CCCNC(=O)N(C)C[C@@H]1Oc2cc(-c3ccncc3)ccc2S(=O)(=O)N([C@H](C)CO)C[C@H]1C	6	-1.4
C[C@@H]1CN([C@H](C)CO)C(=O)Cc2cc(NC(=O)Nc3ccccc3)ccc2O[C@@H]1CN(C)Cc1ccncc1	-1	nt
C[C@@H]1CN([C@H](C)CO)C(=O)c2cccc(NC(=O)c3nc4ccccc4s3)c2O[C@@H]1CN(C)C(=O)Nc1ccccc1	nt	-0.6
C[C@@H]1CN([C@@H](C)CO)C(=O)c2cc(-c3cccnc3)cnc2O[C@H]1CN(C)C	-1	-1.7
COc1ccc(NC(=S)NCc2cn(-c3ccccc3)nc2-c2ccccc2)cc1OC	-1	0.0
Cc1ccc(S(=O)(=O)N[C@H]2CC[C@H](CC(=O)NCc3ccccc3F)O[C@@H]2CO)cc1	7	-0.1
C[C@H]1CN([C@@H](C)CO)C(=O)c2cc(C#CC3CC3)cnc2O[C@@H]1CN(C)C(=O)c1ccccc1	-2	-0.6
C[C@@H]1CN([C@@H](C)CO)S(=O)(=O)c2ccc(C#CCN(C)C)cc2O[C@@H]1CN(C)Cc1cccnc1	nt	-0.2
COC(=O)c1cc(OC)c(OC)cc1NC(=O)c1c(-c2ccccc2)noc1C	-7	-0.2
CO[C@H](CN(C)C(=O)c1cnccn1)[C@H](C)CN([C@@H](C)CO)S(=O)(=O)c1ccccc1	2	0.6
CSc1scc(N)c1S(=O)(=O)C(C)C	13	-0.3
COc1ccc(S(=O)(=O)Nc2ccc3c(c2)C(=O)N([C@H](C)CO)C[C@@H](C)[C@H](CN(C)C(=O)NC(C)C)O3)cc1	nt	2.6
C[C@H]1CN([C@@H](C)CO)C(=O)Cc2cc(NS(=O)(=O)c3ccc(F)cc3)ccc2O[C@H]1CN(C)S(=O)(=O)c1ccc(F)cc1	nt	-0.4
CNC[C@H]1Oc2ccc(NC(=O)Cc3cn(C)c4ccccc34)cc2C(=O)N([C@H](C)CO)C[C@H]1C	1	-0.6
C[C@@H]1CN([C@H](C)CO)C(=O)c2cc(NC(=O)Nc3ccc(F)cc3)ccc2O[C@@H](C)CCCCO[C@H]1CN(C)C(=O)Nc1ccccc1	nt	0.4
C[C@@H]1CCCCO[C@@H](CN(C)C(=O)c2ccncc2)[C@H](C)CN([C@H](C)CO)C(=O)c2cc(NC(=O)CCC(F)(F)F)ccc2O1	nt	0.5
CCCNC(=O)Nc1ccc2c(c1)C(=O)N(C)C[C@@H](OC)[C@H](C)CN(Cc1ccncc1)[C@@H](C)CO2	-13	nt
C[C@H]1CN([C@@H](C)CO)C(=O)c2cc(NC(=O)Nc3ccc4c(c3)OCO4)ccc2O[C@@H]1CN(C)S(=O)(=O)c1ccccc1	nt	2.2
C[C@@H]1CN([C@@H](C)CO)C(=O)c2cc(NC(=O)Nc3cccc4ccccc34)ccc2O[C@@H](C)CCCCO[C@@H]1CN(C)S(=O)(=O)c1ccccc1	nt	1.3
CO[C@@H]1CN(C)C(=O)c2cc(NS(=O)(=O)c3cn(C)cn3)ccc2OC[C@@H](C)N(Cc2cccc(C(F)(F)F)c2)C[C@H]1C	1	-0.4
COc1cc(OC)c(NC(=O)CSc2nnc(C)s2)cc1Cl	-22	-1.7
C[C@H]1CCCCO[C@H](CN(C)Cc2ccccc2)[C@@H](C)CN([C@@H](C)CO)C(=O)c2cc(NS(C)(=O)=O)ccc2O1	-6	2.4
O=C(CC1NCCNC1=O)Nc1ccccc1[N+](=O)[O-] (stereo not given)	5	0.4
C/C=C/c1ccc2c(c1)O[C@H](CN(C)C(=O)c1ccccc1)[C@@H](C)CN([C@H](C)CO)S2(=O)=O	-10	-0.4
COc1ccc(CN2C[C@@H](C)[C@H](OC)CN(C)C(=O)c3cc(NC(C)=O)ccc3OC[C@@H]2C)cc1	-3	0.1
CCOC(=O)c1ccc(NC(=O)CSc2nc3ccc(C)cc3[nH]2)cc1	9	0.1
C[C@@H]1CCCCO[C@@H](CN(C)C(=O)NC2CCCCC2)[C@@H](C)CN([C@@H](C)CO)C(=O)c2cc(NC(=O)NC3CCCCC3)ccc2O1	nt	2.5
C/C=C/c1ccc2c(c1)O[C@H](CN(C)C(=O)CC)[C@H](C)CN([C@H](C)CO)S2(=O)=O	nt	1.4
C[C@@H]1CN([C@H](C)CO)C(=O)Cc2cc(NS(=O)(=O)c3ccc(Cl)cc3)ccc2O[C@@H]1CN(C)Cc1ccccc1	0	nt
O=C(N/N=C/c1ccc(O)c(O)c1)c1ccccn1	15	8.8
C[C@@H]1CCCCO[C@H](CN(C)S(C)(=O)=O)[C@@H](C)CN([C@@H](C)CO)C(=O)c2cc(NC(=O)Nc3ccc(F)cc3)ccc2O1	nt	2.7
C[C@H](CO)N1C[C@H](C)[C@@H](CN(C)CC2CCCC2)Oc2ncc(Br)cc2C1=O	-49	-1.2
COCC#Cc1cnc2c(c1)C(=O)N([C@H](C)CO)C[C@@H](C)[C@@H](CN(C)C(=O)Cc1ccccc1)O2	nt	0.2
Cc1ccc(S(=O)(=O)Nc2ccc3c(c2)C(=O)N([C@@H](C)CO)C[C@H](C)[C@@H](CN(C)C(=O)NC(C)C)OCCCC[C@@H](C)O3)cc1	nt	-1.7
COc1ccc(NC(=O)Nc2ccc3c(c2)C(=O)N([C@H](C)CO)C[C@H](C)[C@@H](CN(C)C(=O)C2CCCCC2)OCCCC[C@@H](C)O3)cc1	nt	-0.8
CO[C@@H]1CN(C)C(=O)c2ccc(NC(=O)C3CCCCC3)cc2OC[C@@H](C)N(C)C[C@@H]1C	5	-0.1
CCOc1ccc2nc(Nc3nc(C)c(Cc4ccc(C)cc4)c(=O)[nH]3)nc(C)c2c1	-38	0.1
C[C@@H]1CN([C@@H](C)CO)C(=O)c2cc(NC(=O)Cc3ccccc3)ccc2O[C@H]1CN(C)CC1CCCCC1	-11	nt

Screening data from PubChem.
